NPY Y1 blocker: NPY-Y1 receptor antagonists, primary screen, cell-based; Neuropeptide Y receptor type 1 (Homo sapiens), P25929; inhibition, % at 3.6 µM; actives 1% (n = 200,000); AID 1040, 2008; HEK293-CNG Y1 cells, membrane potential fluorescence; NPY at EC95, then isoproterenol;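 active = inhibition above the campaign mean inhibition of all tested compounds plus 3 SD, cut at about 20% in these data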;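 also: 0% = DMSO wells given NPY plus isoproterenol and 100% = isoproterenol alone without NPY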
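Assay system: HEK293 cells with Y1 receptor plus CNG channel | Probe or stimulus: NPY (25 nM), isoproterenol (1 µM), Ro 20-1724 (25 µM) | Timing: Compound incubation 1 h at room temperature, readout 45 min post-stimulation | Measured by: Membrane-potential fluorescent dye readout | Benchmarks: High control isoproterenol alone, low control NPY with isoproterenol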
Ba/F3 V617F tox: reduced viability of JAK2V617F-dependent Ba/F3 cells, primary screen, JAK2V617F inhibitor project, cell-based, Ba/F3 EpoR-JAK2V617F, luminescence; ATP luminescence; inhibition, % at 5.6 µM; actives 1.1% (n = 220,000); AID 1446, 2008;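 active = inhibition above the campaign mean plus 3 SD over all tested compounds, cut at about 24% in these data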;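 also: cytokine-independent growth of Ba/F3 cells driven by EpoR plus mutant JAK2; 0% = DMSO-treated cells and 100% = JAK inhibitor I control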
Runt-CBFb FRET: inhibitors of RUNX1 Runt–CBFb binding, primary screen, biochemical, FRET, Cerulean-Runt, Venus-CBFb, uHTS. Runt-related transcription factor 1 (Homo sapiens) + Core-binding factor subunit beta …. Cerulean-Runt/Venus-CBFb FRET ratio 530/480, 1 h. inhibition, % at 20 µM. actives 0.46% (n = 220,000);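 active = inhibition over about 50% at 20 µM in the single-dose screen, limit read from the data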;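 also: 0% = DMSO wells and 100% = excess unlabeled CBFb competitor control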
Target sequence (Q01196 whole entry, looked up): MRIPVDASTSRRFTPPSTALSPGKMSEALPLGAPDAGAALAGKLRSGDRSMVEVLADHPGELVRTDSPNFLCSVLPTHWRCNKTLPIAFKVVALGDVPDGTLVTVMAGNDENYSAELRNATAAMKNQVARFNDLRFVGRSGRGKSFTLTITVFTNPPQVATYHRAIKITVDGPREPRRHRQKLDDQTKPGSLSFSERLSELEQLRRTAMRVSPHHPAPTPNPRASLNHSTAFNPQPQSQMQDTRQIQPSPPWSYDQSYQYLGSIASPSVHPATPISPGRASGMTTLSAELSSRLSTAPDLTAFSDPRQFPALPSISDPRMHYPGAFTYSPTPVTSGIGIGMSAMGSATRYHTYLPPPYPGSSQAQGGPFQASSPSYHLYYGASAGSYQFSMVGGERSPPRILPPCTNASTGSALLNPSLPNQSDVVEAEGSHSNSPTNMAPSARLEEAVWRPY
Target sequence (Q13951 whole entry, looked up): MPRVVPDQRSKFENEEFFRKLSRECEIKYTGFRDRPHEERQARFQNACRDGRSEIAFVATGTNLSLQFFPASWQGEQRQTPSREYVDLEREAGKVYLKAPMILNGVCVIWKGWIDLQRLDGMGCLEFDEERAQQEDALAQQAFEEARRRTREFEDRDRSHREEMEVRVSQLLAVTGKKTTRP
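Measured by: fluorescence energy transfer, 422 nm excitation, 530/480 nm emission; test system: Cerulean-tagged RUNX1 Runt domain (FRET donor) fusion protein; buffer or medium: Tris pH 7.5 buffer with BSA; compound: one dose, 20 µM compound, 1% DMSO; times: two 1 h room-temperature incubations shielded from light; benchmarks: unlabeled CBFb 5 µM, positive control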
S1P4 antag: S1P4 receptor antagonists, primary screen, cell-based; Sphingosine 1-phosphate receptor 4 (Homo sapiens), O95977; S1P4-expressing cells, antagonist mode, reporter read-out; inhibition, % at 4.98 µM; actives 0.26% (n = 220,000); in the data active = inhibition above about 29%;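 also: 0% = wells stimulated with agonist and 100% = vehicle wells without agonist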
NPY-Y2 PAM-ag: NPY-Y2 potentiators or agonists, primary screen, cell-based. cells expressing NPY-Y2, potentiator/agonist read-out. actives 0.45% (n = 220,000). activation, % at 3.6 µM. Neuropeptide Y receptor type 2 (Homo sapiens), P49146; in the data active = activation above about 27%;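 also: cells stimulated with NPY near EC25 plus isoproterenol at EC100; 0% = vehicle plus submaximal agonist and 100% = vehicle plus saturating agonist; some results beyond the cut were filed as inactive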
RBBP9 inhibitor: human RBBP9 inhibitors, primary screen, biochemical, fluorescence polarization, FP-Rh probe, HTS; recombinant RBBP9; actives 0.2% (n = 220,000); AID 1515, 2009; inhibition, % at 7.94 µM;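 active = inhibition above the campaign mean of all tested compounds plus 3 SD, cut at about 14% in these data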;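 also: plate controls were DMSO wells with RBBP9 for no effect and wells lacking RBBP9 protein for full effect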
Target sequence (O75884 whole entry, looked up): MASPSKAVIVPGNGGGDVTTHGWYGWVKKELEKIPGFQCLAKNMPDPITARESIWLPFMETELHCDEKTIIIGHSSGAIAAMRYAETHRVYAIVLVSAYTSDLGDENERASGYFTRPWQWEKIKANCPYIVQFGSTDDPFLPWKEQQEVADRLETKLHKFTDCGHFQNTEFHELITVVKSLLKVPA
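Measured by: FP readout at 525/598 nm; material: recombinant human RBBP9; also added: Serine-hydrolase probe FP-Rh, 375 nM pre-mixing; medium: Tris buffer pH 8.0, NaCl, Pluronic; replication: one well per compound; doses: one concentration, 7.94 µM nominal, 0.794% DMSO; timing: preincubation 30 min plus labeling 45 min at 25 °C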
S1P4 ag: S1P4 receptor agonists, primary screen, cell-based; actives 0.35% (n = 220,000); Sphingosine 1-phosphate receptor 4 (Homo sapiens), O95977; S1P4-expressing cell line, agonist reporter assay; AID 1509, 2009; activation, % at 4.98 µM; in the data active = activation above about 11%;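 also: 0% = DMSO vehicle and 100% = reference agonist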
BaF3 tox: parental Ba/F3 cell viability inhibition, counter-screen for JAK2V617F inhibitor project, murine pro-B, CellTiter-Glo luminescence; CellTiter-Glo ATP luminescence; inhibition, % at 5.6 µM; actives 1.1% (n = 220,000); AID 1486, 2009;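 active = inhibition above a per-campaign cutoff, the mean inhibition of all tested compounds plus 3 SD, cut at about 27% in these data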;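 also: 0% = DMSO wells and 100% = JAK Inhibitor I control wells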
NPY1 pot ag: NPY-Y1 receptor potentiators or agonists, primary screen, cell-based. activation, % at 3.6 µM. AID 1304, 2008. actives 0.37% (n = 220,000). Neuropeptide Y receptor type 1 (Homo sapiens), P25929. NPY-Y1 expressing cells, potentiator/agonist activation; in the data active = activation above about 33%, passing the limit was not always enough;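 also: cells stimulated with NPY at EC10 then isoproterenol at EC100; 0% = low agonist plus stimulus and 100% = saturating agonist plus stimulus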
Starred values were filed as active, the others as inactive; x = no result given.

Molecule,NPY Y1 blocker,Ba/F3 V617F tox,Runt-CBFb FRET,S1P4 antag,NPY-Y2 PAM-ag,RBBP9 inhibitor,S1P4 ag,BaF3 tox,NPY1 pot ag
O=C(Cc1ccccc1[N+](=O)[O-])Nc1nccs1,x,-4,2,3,-8,7,-0.8,0,3
O=C(CN1CCOCC1)Nc1ccc(S(=O)(=O)NC2CCCCC2)cc1,5,3,-1,3,-10,-6,-0.2,9,-40
S=C(c1ccc(N2CCCC2)cc1)N1CCCCC1,-3,-2,0,8,12,-5,-1.2,-1,-2
Cc1ccccc1C(C(=O)NCc1ccco1)N(CC1CCCO1)C(=O)Cn1nnc2ccccc21 (configuration not stated),3,-1,-2,2,-6,5,0.8,0,4
O=C(Nc1ccc(OC(F)(F)F)cc1)Oc1ccccc1N1CCCCC1,x,-4,0,9,8,-5,-1.7,-3,-18
O=C(NC1CC1)C1=C[C@@H](c2csc3ccccc23)C[C@@H](OCc2ccc(CO)cc2)O1,-3,-1,-3,6,-7,0,-0.8,2,-8
O=C(O)C1CSC(CCc2ccccc2)N1 (configuration not stated),1,2,-1,-20,1,-3,-0.4,3,-3
O=C(NOC(=O)c1ccccc1F)c1ccc(OC(F)F)cc1,-2,1,-1,0,4,-4,0.2,14,-8
NC1=NC(=O)C(Cc2ccccc2)S1 (configuration not stated),6,-6,x,-13,4,-6,1.5,1,20
CCOc1ccccc1NC(=O)N1CCC(C(=O)c2ccc(F)cc2)CC1,6,-4,2,-13,-8,-15,-1.4,2,-5
Cc1ccc2nc(N(CCCN(C)C)C(=O)c3ccc(Br)s3)sc2c1,7,6,-1,2,17,1,-2.2,11,-16
COC(=O)c1c(N2C(=O)Nc3ccccc3N2O)sc2c1CCCC2,-2,0,-1,1,20,-3,1.9,2,17
CCn1cnc2scc(-c3ccc(C)c(C)c3)c2c1=O,8,-1,0,-5,5,-7,-0.1,7,9
COc1cccc(NC(=S)N(Cc2ccc(Cl)cc2)Cc2ccc(C(=O)O)cc2)c1,1,-2,-1,-7,-16,-1,-1.5,2,0
CC(C)(C)C(=O)Nc1nnc(SCC(=O)NCc2cccs2)s1,-1,-3,1,9,-6,-1,1.5,12,-8
CCOC(=O)Cc1nnc(NC(=O)c2cccc(OCC)c2)s1,0,2,0,1,-6,-13,2.7,2,-9
CC(C)(C)NC(=O)/C(=C\c1cccnc1)NC(=O)c1ccco1,-2,-3,1,-20,-11,-8,1.5,4,-9
COc1ccc(C2=NN3C(C2)c2ccccc2OC3c2cccs2)cc1 (configuration not stated),1,1,-3,-5,-8,1,0.4,10,16
C/C(N)=C(/C#N)C(=O)CSc1nnc(Nc2cccc(C)c2C)s1,-8,-3,-2,-4,9,-2,0.7,1,2
NS(=O)(=O)c1ccc(CCNC(=O)c2cc(-c3ccccn3)nc3ccc(Br)cc23)cc1,4,0,-4,-2,11,-1,0.0,4,-6
CCn1c2ccccc2c2cc(NC(=O)CNCC3CCCO3)ccc21 (configuration not stated),8,-3,1,-22,-4,-5,1.7,1,-1
O=C(CSc1nnc(COc2ccc(Cl)cc2)o1)N1CCN(c2ccccc2)CC1,3,0,-2,-1,12,-4,-1.1,4,-12
COC(=O)CSc1ncnc2c1cnn2-c1ccc(C)cc1C,-4,6,1,2,-15,-4,-2.5,7,-12
O=C(NC(=S)Nc1ccccc1O)c1ccc(Cl)cc1Cl,-4,0,2,8,-19,-5,3.4,10,14
O=C(NN=C1CCCCCCCCCCC1)c1ccccc1F,0,3,-1,-11,1,-15,-0.7,4,-4
CCCCn1c(=O)c(CCC(=O)OCC(=O)NCc2ccc(OC)c(OC)c2)nc2ccccc21,-2,-3,-4,-7,0,-3,-1.4,0,10
Cn1cc(SCC(=O)O)c2ccccc21,0,-2,2,0,2,6,-1.4,5,-26
Cc1ccc2nc(Cl)c(C3CC(c4cccs4)=NN3C(=O)CCC(=O)O)cc2c1 (configuration not stated),9,-3,0,-3,-4,9,-0.1,-1,16
CC(C)C(OC(=O)c1ccco1)C(=O)NCc1ccco1 (configuration not stated),4,1,2,-10,13,-10,-0.8,1,1
FC(F)(F)c1cc(-c2ccccc2)nc(-n2cc(Cl)cn2)n1,8,-3,-6,-3,-12,-2,-1.9,1,-11
NC(=O)CSc1nnnn1-c1ccccc1Cl,3,0,0,14,-11,-6,0.6,5,10
COc1ccccc1NCC(=O)n1nc(C)cc1C,1,2,3,-5,11,-9,1.0,4,-13
O=C(CN1CCN(Cc2ccccc2F)C1=O)NCCc1ccc(Cl)cc1,4,-1,0,-8,-5,0,-0.3,7,-20
CCCNC(=S)Nc1ccc2nc(-c3ccccn3)c(-c3ccccn3)nc2c1,1,-2,x,-3,1,-4,0.7,7,13
Cc1sc(NC(=O)c2ccccc2)c(C(c2ccc(Cl)cc2)N2CCN(CCO)CC2)c1C (configuration not stated),1,-2,-5,-11,22,6,0.2,10,4
COc1ccc(NC(=O)CSc2c3c(nc4ccccc24)CCCC3)c(OC)c1,11,-1,-2,0,3,-13,-1.2,1,-8
COc1ccc(NC(=O)/C(=C/c2cccs2)NC(=O)c2ccco2)cc1,x,-4,-1,-11,-6,-6,1.2,2,-14
COC(=O)C(CC(C)C)NC(=O)CNC(=O)c1ccccc1C (configuration not stated),1,-3,-1,-10,12,-3,1.4,0,-10
Cc1ccc(NC(=O)C2CCCN2S(=O)(=O)c2ccc(F)cc2)c(C)c1 (configuration not stated),5,2,-1,-7,-5,-4,-2.0,4,-4
NC(=O)C1CCN(C(=O)C2CCN(S(=O)(=O)c3ccccc3)CC2)CC1,-5,-1,0,7,-9,1,-1.0,4,5
O=S(=O)(c1cccc(-c2nnc(SC(F)F)n2-c2ccccc2)c1)N1CCCCC1,6,5,-3,-22,1,-10,2.4,4,-1
N#C/C(=N\Nc1ccccc1)C(=N)N1CCOCC1,-5,-3,-1,4,2,-6,-1.1,7,10
CCCOC(=O)NC1CCS(=O)(=O)C1 (configuration not stated),1,0,x,-14,-6,8,1.4,0,5
CC1CCC(NC(=O)c2cc3c(=O)n(C)c4ccccc4c3n2C)CC1 (configuration not stated),3,-3,-11,-7,-14,2,-1.5,0,-14
Cc1[nH]c(=O)[nH]c(=O)c1S(=O)(=O)N1CCOCC1,-2,0,-1,-1,-7,-2,-1.3,9,7
CC(=C/c1ccccc1)/C=N/NC(=O)c1cc(C)oc1C,-6,1,1,2,-3,2,0.3,9,-14
O=C1NCC(O)=C1C=NCCCO,2,-2,-2,-21,-1,-3,-0.8,3,4
CC(C)(C)C(=O)Nc1cc(S(=O)(=O)Nc2ccc(Cl)cc2)ccc1O,3,2,0,-12,8,-3,1.0,9,-5
COc1ccc(Cc2nnc(-c3ccc(F)cc3)o2)cc1OC,2,0,1,0,-17,2,1.3,5,-3
COc1cc(C=O)cc(Br)c1OCC(N)=O,-6,5,0,4,-7,-10,-0.4,2,-11

New compounds follow.
Molecule,NPY Y1 blocker,Ba/F3 V617F tox,Runt-CBFb FRET,S1P4 antag,NPY-Y2 PAM-ag,RBBP9 inhibitor,S1P4 ag,BaF3 tox,NPY1 pot ag
CCc1nnc(NC(=O)Cn2ccc(C(F)(F)F)n2)s1,0,-2,-1,0,-17,4,3.2,4,7
CC(C)Cn1c2c(c(O)c(C(=O)Nc3ncccc3O)c1=O)CCCC2,13,-2,-1,5,-8,-3,-0.2,3,-16
Cc1cccc(CN2CCN(CC(=O)NCCCN3CCCC3=O)C2=O)c1,2,4,-1,-11,4,-16,-1.8,1,-18
Cc1ccc2nc(SCc3ccccc3)c(C=O)c(=O)n2c1,7,-5,4,-9,0,-5,0.6,7,-5
Cc1cc(N/N=C\c2ccccc2)nc(-c2ccccc2O)n1,3,2,3,6,3,1,0.2,4,-22
O=C(CSc1ccccc1)NC(=O)NCc1ccccc1,x,1,1,4,-9,1,0.4,-12,-3
O=C(Nc1ccc(N2CCOCC2)cc1)c1cc2ccccc2o1,-7,6,0,-5,19,-6,0.5,7,-12
C=C(C)COc1ccc(-c2n[nH]c(C)c2Oc2ccccc2OC)c(O)c1,-4,4,-1,8,-3,-17,0.6,3,-4
COC(=O)Cn1cc(C(=O)c2cccs2)c2ccccc21,2,-1,-1,7,-5,-5,3.2,6,-25

Screening data from PubChem BioAssay.
